High-throughput results (PubChem BioAssay)
LMPTP inh: blocks human LMPTP phosphatase; actives 0.22% (n = 360,000); AID 651560; inhibition, % at 20 µM; recombinant LMPTP-A, OMFP fluorogenic substrate, fluorescence intensity;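 active = compounds that cut the enzyme signal by at least half of the control window in the single-dose screen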;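 note: plate controls were DMSO wells with enzyme plus substrate for no effect and substrate without enzyme for full effect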
Target sequence (P24666 whole entry, looked up): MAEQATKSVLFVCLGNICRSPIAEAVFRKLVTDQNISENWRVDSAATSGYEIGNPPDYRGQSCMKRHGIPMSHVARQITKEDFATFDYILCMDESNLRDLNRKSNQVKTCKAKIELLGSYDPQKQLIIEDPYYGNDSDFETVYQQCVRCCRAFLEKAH
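Assay system: LMPTP-A phosphatase enzyme | Input: 0.625 nM enzyme | Also added: Fluorogenic phosphatase substrate OMFP at 400 µM final | Compound dosing: One test concentration per compound, 20 µM, with 3% DMSO overall | Schedule: 50 min enzyme reaction at room temperature, protected from light | Signal: Fluorescence intensity | Benchmarks: no-enzyme and uninhibited controls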
Rpn11 block: Rpn11 (human) deubiquitinase inhibition; AID 588493; calls only at 20 µM; O00487; human 26S proteasome, Ub4-pepOG fluorescence polarization; 20S core pre-blocked with epoxomicin; actives 0.59% (n = 360,000);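 active = inhibition at 20 µM, scaled to each plate's controls, above about 33%, limit read from the data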
Target sequence (O00487 whole entry, looked up): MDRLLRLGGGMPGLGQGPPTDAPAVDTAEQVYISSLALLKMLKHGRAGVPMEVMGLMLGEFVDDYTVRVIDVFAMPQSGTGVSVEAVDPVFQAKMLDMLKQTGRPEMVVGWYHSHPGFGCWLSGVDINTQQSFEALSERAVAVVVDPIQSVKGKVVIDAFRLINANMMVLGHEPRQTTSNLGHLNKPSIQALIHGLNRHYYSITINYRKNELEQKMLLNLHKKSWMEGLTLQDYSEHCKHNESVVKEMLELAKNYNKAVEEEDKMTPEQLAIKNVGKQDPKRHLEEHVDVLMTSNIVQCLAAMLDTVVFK
Scp-1 inhibitor: blocks human Scp-1 phosphatase activity; actives 0.88% (n = 340,000); inhibition, % at 20 µM; Recombinant Scp1, phosphopeptide, malachite green phosphate absorbance; Q9GZU7;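 active = inhibition above about 50% at 20 µM, limit read from the data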;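 note: plate controls were DMSO wells with enzyme for no effect and wells lacking enzyme for full effect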
Target sequence (Q9GZU7 76-261 limits assumed): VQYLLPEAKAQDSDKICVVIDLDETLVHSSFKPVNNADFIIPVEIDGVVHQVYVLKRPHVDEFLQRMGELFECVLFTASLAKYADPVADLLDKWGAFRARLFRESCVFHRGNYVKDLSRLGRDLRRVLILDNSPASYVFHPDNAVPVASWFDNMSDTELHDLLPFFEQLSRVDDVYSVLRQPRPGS
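Incubation: 45 min enzyme reaction at room temperature / System: truncated SCP-1 phosphatase (76-261aa) / Reagent: Phospho 17-mer peptide substrate / Buffer or medium: Acidic Tris acetate buffer with magnesium and detergent / Signal: absorbance at 630 nm / Doses: one concentration, 20 µM, with 1.0% DMSO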
MsrA inh: inhibits bovine methionine sulfoxide reductase A | purified bovine MsrA, absorbance read-out | inhibition, % at 15.5 µM | actives 0.75% (n = 360,000) | AID 651718; in the data active = inhibition above about 4.5%;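 note: 0% = vehicle wells with enzyme and 100% = reference inhibitor wells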
CSN inh: CSN deneddylation inhibition | Purified CSN, SCF-Nedd8-OG deneddylation, fluorescence polarization | AID 651999 | Q92905 | actives 0.38% (n = 360,000) | inhibition, % at 12.5 µM;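 active = pattern-corrected inhibition above about 35%, with an unprinted fluorescence ratio check between 0.5 and 1.5, limit read from the data, passing the limit was not always enough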;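 note: 0% = enzyme with substrate and 100% = substrate without enzyme; some results filed as inactive read as strong as hits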
Target sequence (Q92905 whole entry, looked up, one chain of several): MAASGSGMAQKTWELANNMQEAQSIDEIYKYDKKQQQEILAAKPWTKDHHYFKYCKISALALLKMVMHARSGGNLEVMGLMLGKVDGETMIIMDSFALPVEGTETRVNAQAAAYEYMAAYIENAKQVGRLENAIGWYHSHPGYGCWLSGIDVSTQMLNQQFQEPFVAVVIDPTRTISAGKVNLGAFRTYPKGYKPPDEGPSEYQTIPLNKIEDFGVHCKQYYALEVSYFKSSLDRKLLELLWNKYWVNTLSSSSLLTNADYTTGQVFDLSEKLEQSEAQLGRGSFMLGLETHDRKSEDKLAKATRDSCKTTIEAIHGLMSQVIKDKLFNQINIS
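Assay system: purified human Csn5 enzyme expressed in HEK293T cells; Input: 0.24 nM Csn5 enzyme, final concentration; Reagent: 10 nM SCFSkp2-Nedd8OG; Compound dosing: 12.5 µM single point; Times: reaction 90 min, room temperature; Technique: fluorescence polarization readout.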
STEP inh: blocks human striatal-enriched tyrosine phosphatase. P54829. actives 0.25% (n = 360,000). AID 588621. recombinant STEP, OMFP fluorogenic substrate, fluorescence. inhibition, % at 20 µM;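 active = inhibition at 20 µM, scaled per plate between control wells, above about 37%, limit read from the data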;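 note: 0% = DMSO with enzyme and substrate and 100% = substrate only without enzyme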
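Material: STEP (striatal-enriched tyrosine phosphatase) enzyme, cell-free; Compound dosing: 20 µM single dose in 1% DMSO; Technique: fluorescence read at 480 nm ex / 540 nm em; Times: reaction 20 min, ambient temperature; Medium: 50 mM Bis-Tris pH 6.0 with 2.5 mM DTT and 0.005% Tween 20; Also added: OMFP at 25 µM.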
SUMO1-SIM PPI: SUMO1-SIM interaction modulation; inhibition, % at 20 µM; actives 0.33% (n = 360,000); SUMO1 binding to a labelled peptide, TR-FRET, 1 h; P63165; in the data active = inhibition above about 37%
NadD block: blocks S. aureus nicotinate mononucleotide adenylyltransferase | AID 602399 | purified NadD enzyme, colorimetric absorbance read-out | actives 0.78% (n = 360,000) | inhibition, % at 20 µM; in the data active = inhibition above about 26%; note: some compounds past the cut are filed as inactive
Tb MetRS inh: blocks T. brucei methionyl-tRNA synthetase activity | purified T. brucei MetRS, ATP depletion, Kinase-Glo luminescence | inhibition, % at 11.9 µM | actives 0.4% (n = 360,000);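 active = inhibition above a per-plate cutoff of the control wells' mean inhibition plus 3 SD, cut at about 5.5% in these data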;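 note: 0% = DMSO wells median and 100% = median of wells with control inhibitor compound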
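Test system – parasite MetRS enzyme · Reagent – substrates ATP, L-methionine and bulk Escherichia coli tRNA · Doses – 11.9 µM compound single dose, 0.9% DMSO · Times – 15 min enzyme-compound preincubation, 2 h reaction, 10 min detection, 25 °C · Signal – Kinase-Glo luminescence, ATP depletion format · Controls – DMSO-only wells as low control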
DNMT1 block: blocks human DNA methyltransferase DNMT1; P26358; DNMT1 molecular beacon, Hinp1I cleavage, fluorescence; inhibition (reported as % activation of signal), % at 10 µM; actives 0.83% (n = 360,000); AID 588458; in the data active = inhibition above about 50%
* hit, by the source's call.

Screening COCCn1c(C)cc(C(=O)COC(=O)c2ccc(-n3nc(C)cc3C)cc2)c1C returned LMPTP inh -0.2, Rpn11 block inactive, Scp-1 inhibitor 2, MsrA inh 0.8, CSN inh -4, STEP inh -1, SUMO1-SIM PPI -1, NadD block 3, Tb MetRS inh 0.0 and DNMT1 block -7.
Screening CCOc1ccc(C(=O)Nc2c3c(nn2-c2ccc(F)cc2)CS(=O)C3)cc1 (configuration not stated) returned LMPTP inh 0.5, Rpn11 block inactive, Scp-1 inhibitor -6, MsrA inh -0.4, CSN inh -1, STEP inh 3, SUMO1-SIM PPI 3, NadD block 3, Tb MetRS inh -0.6 and DNMT1 block 2.
COc1cccc(CN2CC(C(=O)N(C)Cc3nc(C)cs3)CCC2=O)c1 (configuration not stated) was read as LMPTP inh -0.6, Rpn11 block inactive, Scp-1 inhibitor -6, MsrA inh 0.8, CSN inh -3, STEP inh -4, SUMO1-SIM PPI -1, NadD block 2, Tb MetRS inh 0.8 and DNMT1 block -1.
Screening CCCn1c(NCc2cc(OC)ccc2OC)nc2ccccc21 returned LMPTP inh 4.4, Rpn11 block inactive, Scp-1 inhibitor -7, MsrA inh -1.2, CSN inh 2, STEP inh -2, SUMO1-SIM PPI 2, NadD block 0, Tb MetRS inh 11* and DNMT1 block 3.
For CN1CCN(S(=O)(=O)c2ccc(Cc3ccc(S(=O)(=O)N4CCN(C)CC4)cc3)cc2)CC1 the results were LMPTP inh -4.0, Rpn11 block inactive, Scp-1 inhibitor -5, MsrA inh -0.9, CSN inh 1, STEP inh -21, SUMO1-SIM PPI 0, NadD block 0, Tb MetRS inh -1.1 and DNMT1 block -3.
Screening Cc1cc(C)n2nc(N)c(N=Nc3ccc4c(c3)OCO4)c2n1 returned LMPTP inh 6.3, Rpn11 block active, Scp-1 inhibitor 0, MsrA inh 0.0, CSN inh 11, STEP inh -1, SUMO1-SIM PPI -5, NadD block -1, Tb MetRS inh -0.5 and DNMT1 block 3.
For COc1ccccc1NC(=O)N1CCN(CCc2ccccc2)CC1 the results were LMPTP inh 0.8, Rpn11 block inactive, Scp-1 inhibitor -6, MsrA inh -1.6, CSN inh -2, STEP inh 0, SUMO1-SIM PPI -3, NadD block -5, Tb MetRS inh -1.1 and DNMT1 block 0.
For COc1ccc(C2Nc3ccccc3C(=O)N2NS(=O)(=O)c2ccc(C)cc2)cc1OC (configuration not stated) the results were LMPTP inh 0.4, Rpn11 block inactive, Scp-1 inhibitor 3, MsrA inh 0.6, CSN inh 4, STEP inh 1, SUMO1-SIM PPI -3, NadD block 3, Tb MetRS inh -0.2 and DNMT1 block 0.
CN1C(=O)C(O)(CC(=O)c2ccccc2O)c2cc(Br)ccc21 (configuration not stated) was read as LMPTP inh 0.4, Rpn11 block inactive, Scp-1 inhibitor -12, MsrA inh -0.3, CSN inh -1, STEP inh 2, SUMO1-SIM PPI -8, NadD block 2, Tb MetRS inh -0.1 and DNMT1 block -9.
`CCN1C(C(=O)Nc2cc(C)on2)=C(O)c2ccccc2S1(=O)=O` gave LMPTP inh 0.1, Rpn11 block inactive, Scp-1 inhibitor -7, MsrA inh 5.1*, CSN inh -6, STEP inh 1, SUMO1-SIM PPI -8, NadD block -6, Tb MetRS inh -1.2 and DNMT1 block -1.

A run of entries from further up, for reference:
For COc1ccccc1NC(=O)N1CCN(CCc2ccccc2)CC1 the results were LMPTP inh 0.8, Rpn11 block inactive, Scp-1 inhibitor -6, MsrA inh -1.6, CSN inh -2, STEP inh 0, SUMO1-SIM PPI -3, NadD block -5, Tb MetRS inh -1.1 and DNMT1 block 0.
For COc1ccc(C2Nc3ccccc3C(=O)N2NS(=O)(=O)c2ccc(C)cc2)cc1OC (configuration not stated) the results were LMPTP inh 0.4, Rpn11 block inactive, Scp-1 inhibitor 3, MsrA inh 0.6, CSN inh 4, STEP inh 1, SUMO1-SIM PPI -3, NadD block 3, Tb MetRS inh -0.2 and DNMT1 block 0.
CN1C(=O)C(O)(CC(=O)c2ccccc2O)c2cc(Br)ccc21 (configuration not stated) was read as LMPTP inh 0.4, Rpn11 block inactive, Scp-1 inhibitor -12, MsrA inh -0.3, CSN inh -1, STEP inh 2, SUMO1-SIM PPI -8, NadD block 2, Tb MetRS inh -0.1 and DNMT1 block -9.
`CCN1C(C(=O)Nc2cc(C)on2)=C(O)c2ccccc2S1(=O)=O` gave LMPTP inh 0.1, Rpn11 block inactive, Scp-1 inhibitor -7, MsrA inh 5.1*, CSN inh -6, STEP inh 1, SUMO1-SIM PPI -8, NadD block -6, Tb MetRS inh -1.2 and DNMT1 block -1.

Further entries.
Cc1ccc(S(=O)(=O)NC(=O)C2(C)CCN2C(=O)C2(c3ccc(Cl)cc3)CC2)cc1 (configuration not stated) was read as LMPTP inh -2.5, Rpn11 block inactive, MsrA inh -1.7, CSN inh 1, STEP inh -2, SUMO1-SIM PPI -2, NadD block -3, Tb MetRS inh -0.2 and DNMT1 block 2.
Screening O=S1(=O)CC(O)C(O)CS1 (configuration not stated) returned LMPTP inh -0.8, MsrA inh -1.6, CSN inh 0, SUMO1-SIM PPI -1, NadD block 12 and Tb MetRS inh 0.0.
Screening O=C(NC1(C(F)(F)F)OCCO1)c1ccc(F)cc1 returned LMPTP inh -0.7, Rpn11 block inactive, Scp-1 inhibitor -9, MsrA inh -1.4, CSN inh 9, STEP inh -2, SUMO1-SIM PPI 3, NadD block -1, Tb MetRS inh -0.1 and DNMT1 block -1.
CCCNC(=O)C1CCCN(S(=O)(=O)c2ccc3c(c2)CC(C)N3C(=O)C2CC2)C1 (configuration not stated) was read as LMPTP inh -0.6, Rpn11 block inactive, Scp-1 inhibitor -10, MsrA inh -1.4, CSN inh 1, STEP inh 1, SUMO1-SIM PPI 0, NadD block 1, Tb MetRS inh 0.0 and DNMT1 block 1.
For OCC(O)C(O)C(O)C(O)c1nc2ccccc2[nH]1 (configuration not stated) the results were LMPTP inh -0.1, Rpn11 block inactive, Scp-1 inhibitor -9, MsrA inh 1.3, CSN inh 1, STEP inh -1, SUMO1-SIM PPI 6, NadD block -4, Tb MetRS inh 0.0 and DNMT1 block 0.
For CCOC(=O)c1cc(-c2ccccc2)sc1NC(=O)CSc1nnc(N)s1 the results were LMPTP inh 1.8, Rpn11 block inactive, Scp-1 inhibitor 2, MsrA inh 0.2, CSN inh -2, STEP inh 4, SUMO1-SIM PPI 0, NadD block 3, Tb MetRS inh -0.7 and DNMT1 block -14.
Screening C=C(C)Cn1c(=O)c2c(nc3n2CC(C)CN3Cc2ccccc2)n(C)c1=O (configuration not stated) returned LMPTP inh 0.0, Rpn11 block inactive, Scp-1 inhibitor 0, MsrA inh 0.5, CSN inh 1, STEP inh 0, SUMO1-SIM PPI -3, NadD block -2, Tb MetRS inh -0.5 and DNMT1 block -2.
Screening CC(=O)N1c2ccc(S(=O)(=O)N(C)CC(=O)NCc3ccc(C)cc3)cc2CC1C (configuration not stated) returned LMPTP inh -1.4, Rpn11 block inactive, Scp-1 inhibitor 3, MsrA inh -0.8, CSN inh 0, STEP inh -4, SUMO1-SIM PPI -2, NadD block -3, Tb MetRS inh -1.3 and DNMT1 block 1.
COc1cc2[nH]c(C(=O)NCCc3ccccc3)cc2c(OC)c1OC was read as LMPTP inh 0.0, Rpn11 block inactive, Scp-1 inhibitor -16, MsrA inh 0.2, CSN inh 0, STEP inh -1, SUMO1-SIM PPI 2, NadD block -8, Tb MetRS inh 1.5 and DNMT1 block 0.
`COC(=O)CCCC1=CC2=C(c3ccccc3)C(=O)C(C)(OC(=O)C3CCCC3)C(=O)C2=CN1CCN1CCOCC1` (configuration not stated) gave LMPTP inh -0.3, Rpn11 block inactive, Scp-1 inhibitor -2, MsrA inh 0.2, CSN inh 4, STEP inh -2, SUMO1-SIM PPI -17, NadD block -3, Tb MetRS inh -0.3 and DNMT1 block -4.
Screening Cc1cc(=O)oc(C)c1C(=O)Nc1ccc(N(C)C)cc1 returned LMPTP inh -0.8, Rpn11 block inactive, Scp-1 inhibitor -4, MsrA inh -1.1, CSN inh 5, STEP inh -1, SUMO1-SIM PPI -2, NadD block 2, Tb MetRS inh -0.2 and DNMT1 block 0.
CC1C(=O)N2CCCc3cc(NC(=O)C(=O)NCCN4CCOCC4)cc1c32 (configuration not stated) was read as LMPTP inh -0.1, Rpn11 block inactive, Scp-1 inhibitor -4, MsrA inh 0.3, CSN inh 2, STEP inh 3, SUMO1-SIM PPI -3, NadD block 4, Tb MetRS inh -0.5 and DNMT1 block -3.
Screening NS(=O)(=O)c1ccc2nc(NC(=O)c3ccc4c(c3)OCCO4)sc2c1 returned LMPTP inh -1.0, Rpn11 block inactive, Scp-1 inhibitor -5, MsrA inh 0.5, CSN inh 2, STEP inh -2, SUMO1-SIM PPI 12, NadD block 4, Tb MetRS inh 0.3 and DNMT1 block 0.
`CCOC(=O)N1CCN(C(=O)CSc2nnc(-c3cc(OC)cc(OC)c3)o2)CC1` gave LMPTP inh -1.4, Rpn11 block inactive, Scp-1 inhibitor -6, MsrA inh -0.8, CSN inh -5, STEP inh -1, SUMO1-SIM PPI 2, NadD block -2, Tb MetRS inh -1.1 and DNMT1 block 2.
O=C(CC(c1ccco1)S(=O)(=O)c1ccccc1)c1ccc(F)cc1 (configuration not stated) was read as LMPTP inh -0.7, Rpn11 block inactive, Scp-1 inhibitor -3, MsrA inh 4.0, CSN inh 6, STEP inh -5, SUMO1-SIM PPI -10, NadD block -4, Tb MetRS inh -0.4 and DNMT1 block 3.
O=C(Nc1ccc(NC(=O)c2ccco2)c(Cl)c1)c1ccc2c(c1)OCCO2 was read as LMPTP inh 35, Rpn11 block inactive, Scp-1 inhibitor 21, MsrA inh -0.2, CSN inh 25, STEP inh -2, SUMO1-SIM PPI 12, NadD block -14, Tb MetRS inh 0.0 and DNMT1 block 49.
Screening CC(=O)CC(=O)Nc1cccc2c1CCCC2 returned LMPTP inh -19, Rpn11 block inactive, Scp-1 inhibitor 6, MsrA inh 0.6, CSN inh -3, STEP inh -2, SUMO1-SIM PPI -1, NadD block -3, Tb MetRS inh -0.9 and DNMT1 block 3.
